# Screening results as filed in PubChem BioAssay.
# NPY1 pot ag: NPY-Y1 receptor potentiators or agonists, primary screen, cell-based; NPY-Y1 expressing cells, potentiator/agonist activation; activation, % at 3.6 µM; Neuropeptide Y receptor type 1 (Homo sapiens), P25929; AID 1304, 2008; 220,000 compounds, 0.37% hits; in the data active means activation above about 33%, passing the limit was not always enough;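 further: cells stimulated with NPY at EC10 then isoproterenol at EC100; 0% = low agonist plus stimulus and 100% = saturating agonist plus stimulus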
# Target sequence (P25929 whole entry, looked up): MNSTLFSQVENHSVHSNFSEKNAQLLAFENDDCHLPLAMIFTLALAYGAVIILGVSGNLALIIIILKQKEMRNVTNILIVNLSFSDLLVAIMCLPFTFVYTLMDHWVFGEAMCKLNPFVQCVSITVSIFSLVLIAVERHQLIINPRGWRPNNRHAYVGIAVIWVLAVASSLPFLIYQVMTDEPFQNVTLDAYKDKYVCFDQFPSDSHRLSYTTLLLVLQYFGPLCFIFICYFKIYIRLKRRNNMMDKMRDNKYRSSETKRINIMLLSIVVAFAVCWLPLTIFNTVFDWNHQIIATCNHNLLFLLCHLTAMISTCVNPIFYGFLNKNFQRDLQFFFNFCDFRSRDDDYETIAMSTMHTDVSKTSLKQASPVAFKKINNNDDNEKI
# EP2 modulator: EP2 receptor modulators, cAMP readout, primary screen, cell-based, HTRF cAMP, PGE2 stimulation. induction, % at 25 µM. 260,000 compounds, 0.83% hits. EP2-expressing cells, cAMP HTRF FRET, PGE2 co-stimulation. Prostaglandin E2 receptor EP2 subtype (Homo sapiens), P43116;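 active means compounds whose cAMP rise, as percent of the full-agonist control response, exceeds 60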;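 further: rat C6 glioma line stably carrying human EP2 under a CMV promoter; the protocol text gives 20 µM as final concentration; 100% = response of wells given 1 µM PGE2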
# EP2 antag: human EP2 receptor antagonists, primary screen, TR-FRET cAMP, C6 glioma cells | C6 glioma cells expressing human EP2; cells stimulated with saturating PGE2 | Prostaglandin E2 receptor EP2 subtype (Homo sapiens), P43116 | inhibition, % at 25 µM | AID 1422, 2008 | 260,000 compounds, 0.52% hits;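 active means percent inhibition above 40 after rounding to a whole number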;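 further: rat C6 glioma host cells with rolipram phosphodiesterase inhibitor present; the protocol text gives 20 µM as final concentration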
# PPC-1+TRAIL kill: compounds killing PPC-1 cancer cells with TRAIL present, primary screen, TRAIL potentiator project, ATPLite luminescence, uHTS; PPC-1 cells + TRAIL, ATPLite viability luminescence; 220,000 compounds, 0.41% hits; cell killing (% activity), % at 4 µM;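 active means cell killing above 50% in the first pass at 4 µM, then a duplicate retest at 5 µM averaging 50% or more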;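 further: plate controls were cells with TRAIL plus DMSO for no effect and medium-only wells lacking cells for full effect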
# CHOP inhibitor: inhibitors of CHOP promoter induction, primary screen, cell-based, unfolded protein response, luciferase reporter. CHO-K1 CHOP-promoter luciferase, tunicamycin-induced, 15-18 h. 220,000 compounds, 3.8% hits. inhibition, % at 10 µM. AID 2732, 2010;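 active means compounds that reduced the stress-induced luciferase reporter signal by more than about 70% of percent inhibition, limit read from the data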;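 further: 0% = tunicamycin plus vehicle and 100% = wells without tunicamycin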
# 14-3-3 Bad inh: inhibitors of 14-3-3 zeta/Bad binding, primary screen, biochemical, TR-FRET, bovine 14-3-3 zeta. 14-3-3 protein zeta/delta (Bos taurus), P63103. TR-FRET 14-3-3zeta/Dy647-pBad peptide displacement, 1 h. inhibition, % at 21.7 µM. 220,000 compounds, 0.71% hits. AID 781, 2007;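 active means inhibition above about 70%, limit read from the data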;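 further: 0% = full 14-3-3 plus peptide FRET controls and 100% = background without 14-3-3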
# NPY Y1 blocker: NPY-Y1 receptor antagonists, primary screen, cell-based. AID 1040, 2008. HEK293-CNG Y1 cells, membrane potential fluorescence; NPY at EC95, then isoproterenol. 200,000 compounds, 1% hits. inhibition, % at 3.6 µM;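 active means inhibition above the campaign mean inhibition of all tested compounds plus 3 SD, cut at about 20% in these data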;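 further: 0% = DMSO wells given NPY plus isoproterenol and 100% = isoproterenol alone without NPY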
#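 Material: HEK293 cells with Y1 receptor plus CNG channel; times: compound incubation 1 h at room temperature, readout 45 min post-stimulation; signal: fluorescence, membrane potential probe; read-out basis: fluorescence ratio normalized to % inhibition between controls; benchmarks: full-block control isoproterenol-only wells, zero-block control NPY plus isoproterenol wells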
# TRPML3 agonist: human TRPML3 channel agonists, primary screen, cell-based, HEK293 TRPML3-YFP, Fluo-8 calcium fluorescence, 3 µM | 100% = the carbachol control signal | 220,000 compounds, 0.29% hits | activation, % at 3 µM;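 active means activation above its plate's cutoff, the mean activation of the plate's test wells plus 3 SD, cut at about 12% in these data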;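 further: 0% = DMSO only wells and 100% = carbachol wells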
# Target sequence (Q8TDD5 whole entry, looked up): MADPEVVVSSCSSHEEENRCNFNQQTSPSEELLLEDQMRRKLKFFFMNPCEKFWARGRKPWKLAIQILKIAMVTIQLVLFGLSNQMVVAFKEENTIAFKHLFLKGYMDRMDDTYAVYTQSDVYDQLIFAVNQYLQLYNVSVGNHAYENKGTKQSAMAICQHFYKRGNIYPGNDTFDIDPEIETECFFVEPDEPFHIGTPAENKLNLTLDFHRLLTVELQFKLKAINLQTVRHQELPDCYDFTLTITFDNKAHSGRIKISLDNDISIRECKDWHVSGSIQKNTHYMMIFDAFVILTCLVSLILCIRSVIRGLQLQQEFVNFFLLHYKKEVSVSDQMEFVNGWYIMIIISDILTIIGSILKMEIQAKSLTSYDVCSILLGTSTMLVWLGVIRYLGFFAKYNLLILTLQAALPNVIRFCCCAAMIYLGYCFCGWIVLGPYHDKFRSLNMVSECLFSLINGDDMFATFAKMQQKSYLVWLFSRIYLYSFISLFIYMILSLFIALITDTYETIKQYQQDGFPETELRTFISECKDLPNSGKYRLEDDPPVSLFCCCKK
#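 Test system: HEK293 cells stably carrying human TRPML3-YFP; Doses: single dose, 3 µM final nominal compound, 0.3% DMSO final; Schedule: dye loading 1 h 37 °C then 30 min ambient, 125 s read; Technique: Fluo-8 calcium fluorescence; Benchmarks: high control carbachol 87 µM, low control DMSO.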
# zfTRPN1 agonist: zebrafish TRPN1 channel agonists, primary screen, cell-based, HEK293, calcium fluorescence; HEK293 zebrafish TRPN1-YFP, Fluo-8 calcium fluorescence; 100% = response to 87 µM carbachol; activation, % at 3 µM; transient receptor potential cation channel N1 (TRPN1/NompC), Danio rerio; 220,000 compounds, 0.18% hits;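 active means activation above its plate's cutoff, the mean activation of test wells on that plate plus 3 SD, cut at about 19% in these data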;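 further: 0% = DMSO alone and 100% = 87 µM carbachol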
#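 Control set: carbachol 87 µM as high control, DMSO as low control; system: HEK293 stable line with zebrafish TRPN1-YFP; read-out: % activation versus carbachol response; detection: intracellular calcium fluorescence with Fluo-8; doses: single test compound dose, 3 µM nominal, 0.3% DMSO; schedule: dye 1 h 37 °C plus 30 min RT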
# * hit, by the source's call; . = not tested or not shown; & = joins results of further samples; [ ] = dose if it differs, or a comment. The list is partial; rates above refer to the full screens.
SMILES,NPY1 pot ag,EP2 modulator,EP2 antag,PPC-1+TRAIL kill,CHOP inhibitor,14-3-3 Bad inh,NPY Y1 blocker,TRPML3 agonist,zfTRPN1 agonist
COc1cccc2cc(C(=O)N(Cc3ccccc3)CC3CCCO3)c(=O)oc12 (centres undefined),-6,8,10,12,-1,9,-5,0.3,-0.1
Clc1ccccc1C1CC(c2ccccc2)=Nc2ccccc2N1 (centres undefined),-16,62*,7,6,15,1,.,-0.2,-2.0
O=C(CSc1n[nH]c(=O)[nH]c1=O)NCC1CCCCC1,10,-8,10,3,10,0,.,1.0,1.3
CCCCCCCCCC(=O)OCC(O)CO (centres undefined),-24,2,18,12,-2,12,7,-0.4,0.2
CCCC(C)C(=O)Nc1ccc(NC(C)=O)cc1 (centres undefined),17,-3,11,14,36,4[fluorescence artefact?],2,0.7,2.0
Cc1ccccc1NC(=O)CCCSc1nc2ccccc2s1,-25,-65,5,13,47,18[fluorescence artefact?],5,-0.9,0.1
Cc1nc([N+](=O)[O-])cn1CC(O)c1ccc(-c2ccccc2)cc1 (centres undefined),11,-22,8,5,-8,3,.,-0.3,-1.2
CCn1c(N)c(C(=O)NC2CCCCC2)sc1=S,21,15,11,-2,10,-14[fluorescence artefact?],0,-0.5,-1.1
Cc1nnc(NC(=O)c2ccco2)s1,0,2,15,38,-18,-1,-3,0.6,0.9
Cc1ccc(C)n1-c1ncc(Br)cn1,16,6,12,-1,15,-7,1,0.7,0.7
CN(C[C@@H](CC1CCCCC1)N(C[C@H](Cc1ccccc1)N(CCc1ccccc1)N=O)N=O)N=O,10,16,7,7,-9,-4,3,0.6,0.1
CCCCc1ccc(C2C3=C(CC(C)(C)CC3=O)NC3=C2C(=O)c2ccccc23)cc1 (centres undefined),-1,-31,2,-3,43,-27,5,1.3,0.2
COc1cc(C(=O)N=c2sc3c(C)ccc(OC)c3n2C)cc(OC)c1OC,-10,47,6,1,-29,4,.,0.8,0.6
Cn1c(N)c(C#N)c(C#N)c1-c1ccccc1,-2,.,9,.,.,.,-3,-0.1,1.2
Cc1c(N2C(=O)C(C)SC23C(=O)Nc2ccccc23)c(=O)n(-c2ccccc2)n1C (centres undefined),11,1,8,20,35,-3,0,1.2,-0.8
O=C(CNC(=O)c1ccccc1)NCC(=O)OCc1ccccc1Cl,-8,-5,11,33,6,5,3,0.1,0.8
Cc1ccc(OCC(=O)N(Cc2ccccc2)c2ccccn2)cc1,-1,18,2,15,5,-13,6,0.4,-0.7
COc1ccc(CNC(=O)CSc2ncnc3ccccc23)cc1OC,6,2,10,17,7,-2,-1,0.5,0.8
COc1ccc(C(=O)C2CCCN(Cc3cccn3-c3nccs3)C2)cc1F (centres undefined),-19,-40,14,23,26,-10,20,0.8,-0.1
C/C(=C\C(=O)c1ccccc1)Nc1ccc2c(c1)OCO2,1,23,10,-24,2,-3,4,0.7,1.1
O=C(CC1C(=O)NCCN1Cc1c(F)cccc1Cl)NCCCn1ccnc1 (centres undefined),5,11,7,19,7,-18,0,0.9,3.6
COc1ccc(C2NCCn3cccc32)cc1 (centres undefined),-6,30,11,24,5,10[fluorescence artefact?],2,0.8,0.6
CN(CCC#N)C(=O)COC(=O)c1c2c(nc3ccccc13)/C(=C/c1ccco1)CC2,-18,2,5,19,-1,-10[fluorescence artefact?],1,0.2,-0.2
Cc1cccc2nc(CSc3nnnn3-c3ccccc3)cn12,-10,-2,1,21,29,-8,0,-1.1,0.1
O=C(NCCN1CCOCC1)N1CCOCC1,7,26,9&20,-7,.,.,0,0.6,0.2
CCc1ccc(C(=O)COC(=O)c2cccc(N3C(=O)c4c(C)nc5ccccc5c4C3=O)c2)cc1,-12,17,3,72*[5 µM],6,-15[fluorescence artefact?],2,-0.8,-0.9
O=C(Nc1c(F)c(F)c(F)c(F)c1F)NC1CCCCC1,3,19,3,-14,-2,-7[fluorescence artefact?],11,0.1,0.8
O=C(NCc1ccco1)/C(=C\c1ccco1)NC(=O)c1cccs1,-3,14,3,19,-13,9,-1,0.7,1.1
COc1ccc(/C=N/n2c(=S)n(C)c3ccccc32)cc1OC,-9,58,0,13,-1,-2,4,0.3,0.3
CC1(C)Cc2c(C#N)c(N3CCCC3)nc(-c3ccco3)c2CO1,6,76*,11,2,-1,3,1,0.1,1.6
CCc1nnc(NC(=O)CSc2n[nH]c(-c3ccccc3O)n2)s1,-5,-20,7,9,-1,-8,6,-1.2,1.8
CCN(c1ccccc1)S(=O)(=O)c1ccc(C(=O)Nc2nnc(CSC)o2)cc1,-1,27,5,2,37,-29,2,-0.6,-0.2
CCN(CC)S(=O)(=O)c1ccc(OC)nc1,18,4,12,7,21,-1,-5,-0.3,0.4
COc1coc(/C=C/C(=O)O)cc1=O,5,23,5,21,-1,4,-2,0.4,2.2
COc1ccc(C2c3c(oc4ccccc4c3=O)C(=O)N2Cc2ccncc2)cc1 (centres undefined),16,4,11,-2,13,4,-3,0.6,0.4
Clc1ccc(-n2cc(-c3ccc(Br)cc3)[n+]3c2CCCCC3)cc1,27,12,10,-9,20,9,.,0.4,-0.7
Cc1csc(SCc2nc3sc4c(c3c(=O)[nH]2)CCC4)n1,6,33,7,4,10,11,-6,-0.5,-1.6
O=C(N/N=C/c1cn(Cc2ccccc2)c2ccccc12)c1ccncc1,9,-39,9,-1,31,-12,-3,1.9,3.1
O=C(c1ccc(Cl)cc1)c1nnc(-c2ccncc2)o1,7,11,5,18,20,-2,-3,0.5,-0.2
CC(C)n1c(O)c(/C=C2\C=Nc3ccccc32)sc1=Nc1ccccc1,6,1,1,-2,35,-2,2,0.3,0.4
CC(C)N(Cc1ccccc1)C(=O)/C=C/c1ccccc1[N+](=O)[O-],22,11,8,.,-10,-6,4,-1.2,0.3
C=CCn1c(SCC(=O)O)nnc1-c1ccccc1,-7,5,6,6,4,4,4,0.8,1.2
Cc1ccc(C)c(-c2[nH]ncc2CN2CCCC(CO)(Cc3ccccc3C)C2)c1 (centres undefined),-14,-16,6,12,35,-13,10,0.2,-0.7
O=C(/C=C/c1cc([N+](=O)[O-])ccc1OC(F)F)Nc1cccc(OC(F)F)c1,-16,-8,7,34,36,4,4,1.1,0.9
O=C(O)CCc1ccc(-c2ccccc2)n1CC1CCCO1 (centres undefined),14,19,13,14,-34,-9,0,0.0,-0.2
O=C(NCCCn1ccnc1)c1cc(-c2ccc(Br)cc2)on1,3,-29,4,0,-10,7,-3,1.0,1.2
COc1ccc(NC(=S)N(CCCN2CCC(C)CC2)Cc2cccs2)cc1,-3,7,7,25,0,-27,11,0.9,-0.2
CS(=O)(=O)N1CCN(c2ccc(NC(=O)c3ccc([N+](=O)[O-])o3)cc2)CC1,1,-48,15,49,56,-9,-4,1.4,1.2
Cc1ccc(S(=O)(=O)NN2C(=O)c3ccccc3NC2c2ccco2)cc1 (centres undefined),-10,18,9,-12,0,-6,0,-0.3,-2.0
Cc1c(Cl)ccc2c1NC(=O)C21NC(CCC(N)=O)[C@H]2C(=O)N(c3ccc(Cl)cc3)C(=O)[C@H]21 (some centres undefined),3,-5,4,13,18,-2,-7,0.3,2.6
CC(C)CC(NC(=O)OC(C)(C)C)c1cn([C@@H](CCC(=O)OC(C)(C)C)C(=O)N2CCN(C(=O)OC(C)(C)C)CC2)nn1 (some centres undefined),-4,-5,2,-16,31,3,-3,0.3,0.5
CCNC(=O)CC1C(=O)N(c2ccccc2)C(=O)N1CCc1ccc(OC)c(OC)c1 (centres undefined),0,8,8,0,16,-2,2,0.7,-1.2
CC(C)C(NC(=O)C12CC3CC(CC(C3)C1)C2)C(=O)N/N=C/C1=C(N2CCOCC2)C(=C\c2ccc([N+](=O)[O-])cc2)/CC1 (centres undefined),-12,-5,13,1,33,-17,3,0.5,-1.0
COc1ccc(OC)c(C2NC(=O)NC(C)=C2C(=O)Nc2ccc(C)cc2C)c1 (centres undefined),11,24,1,5,35,2,-3,-0.1,-0.4
O=C(c1ccc2ncsc2c1)N1CCN(c2ccc(O)cc2)CC1,19,-19,14,-5,-2,-3,-1,-0.3,0.8
CNC(=O)C(=O)NCCc1ccc(Cl)cc1,5,-8,8,22,-18,-3,4,0.4,-0.3
c1nc(N2CCCCC2)c2[nH]cnc2n1,-9,7,13,16,14,4,1,1.3,0.0
COc1ccc(OCCSc2nnc3sc4ccccc4n23)cc1,-17,-58,6,8,-5,-12,11,-0.7,-1.7
CCOC(=O)Cc1[nH]nc2c1C(C1C=CCCC1)C(C#N)=C(N)O2 (centres undefined),-1,-1,7,27,44,-7,7,0.5,0.4
O=C(CSc1nnc2ccc(-c3ccccc3)nn12)NCC1CCCO1 (centres undefined),18,6,7,11,19,-10,6,-0.2,-1.3
COC(=O)c1cc(C(=O)CC(C)C)c[nH]1,-1,12,6,2,-17,3,4,0.9,0.1
COc1ccc(C(=O)Nc2nc(C)c(C(=O)N(C)C)s2)cc1OC,-23,22,5,21,-15,-5,0,0.4,0.6
O=C(COC(=O)c1ccc2c(=O)n3c(nc2c1)CCC3)NC1CCS(=O)(=O)C1 (centres undefined),0,40,2,-11,7,12,3,0.6,0.6

# Rewritten with bars between the fields: part of the list above.
SMILES | NPY1 pot ag | EP2 modulator | EP2 antag | PPC-1+TRAIL kill | CHOP inhibitor | 14-3-3 Bad inh | NPY Y1 blocker | TRPML3 agonist | zfTRPN1 agonist
O=C(NCCCn1ccnc1)c1cc(-c2ccc(Br)cc2)on1 | 3 | -29 | 4 | 0 | -10 | 7 | -3 | 1.0 | 1.2
O=C(CSc1nnc2ccc(-c3ccccc3)nn12)NCC1CCCO1 (centres undefined) | 18 | 6 | 7 | 11 | 19 | -10 | 6 | -0.2 | -1.3
